# Screening results deposited in PubChem by several laboratories.
# dFosB act – enhances mouse delta FosB homodimer DNA binding. purified delta FosB, TAMRA-CDK5 oligo fluorescence polarization; percent of positive-control signal above neutral wells. activation, % at 25 µM. 340,000 tested, 0.99% active. AID 493131;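 active = mean activation above about 17%, with every replicate also reaching it, limit read from the data, passing the limit was not always enough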;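 also: fluorescence polarization rise as delta FosB binds a TAMRA Cdk5 AP-1 oligo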
# Target sequence (P13346 whole entry, looked up): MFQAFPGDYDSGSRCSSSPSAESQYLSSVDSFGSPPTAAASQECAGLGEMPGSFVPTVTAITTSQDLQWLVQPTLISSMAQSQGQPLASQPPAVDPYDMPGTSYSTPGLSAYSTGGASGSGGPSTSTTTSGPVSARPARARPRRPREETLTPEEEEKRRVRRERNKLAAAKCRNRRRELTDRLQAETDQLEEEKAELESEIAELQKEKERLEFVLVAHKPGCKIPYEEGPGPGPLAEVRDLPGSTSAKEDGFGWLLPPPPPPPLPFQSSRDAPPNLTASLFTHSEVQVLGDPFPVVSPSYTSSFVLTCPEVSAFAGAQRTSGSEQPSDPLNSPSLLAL
# HTR5A inv ctr – inverse agonist of human HTR5A in OPRM1-OPRD1 counter-screen. inhibition, % at 9.3 µM. AID 504634. HTR5A cell line, luminescence, inverse agonism. 340,000 tested, 0.083% active; in the data active = inhibition mostly above about 23%, no sharp cut-off; inactive = mostly below about 18%;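 also: 0% = cells with DMSO and 100% = no-cell wells with DMSO; some compounds called inactive have numbers as strong as hits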
# V-ATPase pH – yeast V-ATPase proton transport regulation by pHLuorin; S. cerevisiae, pHLuorin cytosolic pH fluorescence; response, % at 10 µM; 350,000 tested, 0.37% active; in the data active = response mostly above about 7.3%, no sharp cut-off; inactive = mostly below about 5.4%; also: actives read high; inactives centre near 0; some compounds called inactive have numbers as strong as hits; reference of the scale not given here
# MITF act – MITF TRPM1 promoter activation in melanoma cells. SK-MEL-5 TRPM1-promoter luciferase, 24 h; % of positive control, neutral wells = 0. activation, % at 12.5 µM. 300,000 tested, 0.75% active;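 active = mean activation of at least 80% with every replicate also reaching 80%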;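 also: 0% = neutral control wells and 100% = parthenolide positive control wells; values of inactives mirror those of a sister screen read the other way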
# Wnt bcat act – activators of Wnt/beta-catenin signaling | activation, % at 9.35 µM | 300,000 tested, 1.2% active | Wnt/beta-catenin reporter cell assay, activator, plate reader | AID 743398; in the data active = activation above about 30%, passing the limit was not always enough;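 also: 0% = neutral control wells and 100% = positive control wells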
# PvdQ inh – blocks Pseudomonas aeruginosa PvdQ acylase activity. inhibition, % at 10 µM. 340,000 tested, 0.063% active. purified PvdQ acylase, fluorescence plate reader; in the data active = inhibition above about 30%, passing the limit was not always enough;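 also: 0% = vehicle neutral wells and 100% = reference inhibitor wells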
# CDK5 p35 inh – blocks human CDK5/p35 kinase activity | inhibition, % at 10 µM | AID 488839 | Q00535+Q15078 | 330,000 tested, 0.01% active | Recombinant CDK5/p35, ADP-Glo luminescence, 60 min;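 active = highest replicate inhibition of at least 50% and at least 75% of replicates reaching 50%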;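 also: plate controls were DMSO neutral control for no effect and GW8510 at 10 µM for full effect; many of its hits are not listed in these tables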
# SR-BI HDL uptake – blocks mouse SR-BI lipid uptake from DiI-HDL | Q61009 | 320,000 tested, 0.96% active | ldlA[mSR-BI] CHO cells, DiI-HDL uptake fluorescence, 3 h | inhibition, % at 12.5 µM;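 active = mean replicate inhibition of at least 70% and a set share of replicates each scoring 70 or more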;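 also: 0% = median of neutral control wells and 100% = median of positive control wells; values of inactives mirror those of a sister screen read the other way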
# Target sequence (Q61009 whole entry, looked up): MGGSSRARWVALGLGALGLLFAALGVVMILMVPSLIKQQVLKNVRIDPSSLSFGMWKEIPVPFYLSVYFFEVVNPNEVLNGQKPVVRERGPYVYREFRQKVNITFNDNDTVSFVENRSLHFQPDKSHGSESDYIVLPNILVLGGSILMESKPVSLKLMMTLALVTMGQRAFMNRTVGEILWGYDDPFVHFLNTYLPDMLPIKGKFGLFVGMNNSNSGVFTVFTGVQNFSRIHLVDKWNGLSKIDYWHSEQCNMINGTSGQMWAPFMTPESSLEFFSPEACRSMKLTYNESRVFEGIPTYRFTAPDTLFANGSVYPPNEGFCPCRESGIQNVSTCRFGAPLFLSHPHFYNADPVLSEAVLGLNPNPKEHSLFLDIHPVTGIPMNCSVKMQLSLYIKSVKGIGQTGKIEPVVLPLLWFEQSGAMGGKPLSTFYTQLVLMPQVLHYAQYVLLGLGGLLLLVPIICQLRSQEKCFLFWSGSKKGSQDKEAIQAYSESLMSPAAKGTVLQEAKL
# HTR5A ag – activates human HTR5A in OPRM1-OPRD1 agonist counter-screen | HTR5A agonist assay, luminescence, cell-based | activation, % at 9.3 µM | 340,000 tested, 0.61% active; in the data active = activation mostly above about 9.5%, no sharp cut-off; inactive = mostly below about 7.6%;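 also: 0% = cells with vehicle only and 100% = reference agonist; strong numbers were not always called active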
# NSD2 inh – inhibitors of human histone methyltransferase NSD2. O96028. NSD2 peptide methylation, AlphaScreen, 120 min. inhibition, % at 12.5 µM. 310,000 tested, 0.54% active; in the data active = inhibition above about 50%
# The depositor's hits bear a star; x = not tested or not shown.
SMILES,dFosB act,HTR5A inv ctr,V-ATPase pH,MITF act,Wnt bcat act,PvdQ inh,CDK5 p35 inh,SR-BI HDL uptake,HTR5A ag,NSD2 inh
Cc1ccc(S(=O)(=O)N2CCN(S(=O)(=O)c3ccccc3Br)C2=O)cc1,-4,8,6,1,-2,-18,1.9,-29,-2,x
COc1ccccc1CN1CCN(C(CC(C)C)c2nnnn2Cc2cccs2)CC1 (centres undefined),-7,-38,-1,-13,-3,-14,-1.7,-2,8,5
CCN(CC)c1nc(Nc2ccccc2)nc(Oc2ccc(=O)n(C)n2)n1,-13,9,-3,-6,6,-11,1.4,16,-2,x
N#CCCN1CCN(CCC#N)CC1,0,-2,-2,-15,x,-11,1.2,-15,1,-1
CCOC(=O)c1c(NC(=O)CSc2nnc(C)c(=O)[nH]2)sc2c1CCCC2,-6,7,1,-4,-5,-8,2.6,-34,6,2
CCn1c(C)c(C(C)=O)c(N2CCN(C(=O)c3ccco3)CC2)nc1=S,-4,-11,-3,27,1,-5,-2.4,-38,4,0
C=CCn1c(SCC(=O)NCc2ccco2)nnc1C1CCCCC1,-5,8,2,-5,-4,-13,0.5,-22,-3,-4
CC(C)C(NC(=O)CN1C(=O)c2ccccc2S1(=O)=O)C(C)C,-1,12,0,-1,0,-15,0.1,-2,-4,x
Cc1nnc(SCc2cccs2)[nH]c1=O,-2,4,7,7,1,-12,-0.3,3,1,26
Cc1cc(NC(=O)c2cccc(S(=O)(=O)N(C)C)c2)n(-c2ccccn2)n1,-65,-10,2,-2,-3,-7,1.9,46,3,x
CCOC(=O)c1c(C)n(C)c2ccc(O)c(CN(C)C)c12,2,-13,-2,0,x,-1,2.5,0,5,4
COc1cc(NC(=O)c2ccc(=O)[nH]n2)cc(OC)c1OC,0,3,-2,-6,2,-8,0.5,2,-1,2
CC(OC(=O)c1ccccc1Br)C(=O)Nc1nc(-c2cccc([N+](=O)[O-])c2)cs1 (centres undefined),-1,5,2,1,-1,-2,0.8,4,-3,-2
CC1CCCCC1NC(=O)c1ccc(-n2cncn2)cc1 (centres undefined),-1,12,-1,2,-2,-9,-1.3,0,-5,2
CC(C)c1ccc2[nH]c(O)c(N=NC(=O)c3cccc(S(=O)(=O)N4CCCCC4)c3)c2c1,-8,-42,1,-17,x,7,1.8,-4,3,1
COc1ccc(C(=O)Nc2ccnn2C2CCN(Cc3cnn(C)c3)CC2)cc1,-4,-20,-3,-2,-3,3,-0.2,-11,0,6
O=C(NCCc1ccccc1)c1ccc(NC2=NC3CS(=O)(=O)CC3S2)cc1 (centres undefined),5,8,-2,11,2,-14,-0.7,-86,-2,x
COC(=O)c1ccccc1NC(=O)c1cccnc1,-16,-2,-3,x,-1,-12,-0.7,23,-2,-6
CC(Oc1ccccc1)C(=O)NC1CCN(Cc2ccccc2)CC1 (centres undefined),-8,13,1,x,-5,-7,-0.6,5,0,0
CCn1c(=O)n(CC)c2cc(NC(=O)CSc3ccc([N+](=O)[O-])cn3)ccc21,-7,-8,-4,-9,0,9,2.2,x,3,x
O=C(COc1ccccc1)N=C1SC2CS(=O)(=O)CC2N1c1ccc(F)cc1 (centres undefined),-4,1,-1,-6,-1,-7,-4.0,-18,4,3
CCOc1ccc(S(=O)(=O)NCCC(=O)N2CCCCCCC2)cc1,-7,2,1,0,1,-17,1.6,-36,-1,-4
COc1cc2c(cc1OC)C(c1cccnc1)CC(=O)N2 (centres undefined),-12,14,-2,-14,-2,-8,0.2,-4,-5,x
CCCOC(=O)Nc1ccc(S(=O)(=O)Nn2cnnc2)cc1,0,-30,-1,-4,-4,-4,0.0,5,3,-5
Clc1nssc1=Nc1ccccc1,3,5,0,3,x,4,-0.2,-9,-3,x
Cc1cc(C2(c3ccc(O)c(C)c3)C(=O)N(C)c3ccc(Br)cc32)ccc1O,-15,-20,2,x,0,-2,0.0,-5,5,-1
CCOCCCNC(=O)c1ccc(Cn2c(=O)[nH]c3ccsc3c2=O)cc1,-6,-1,0,-3,2,0,-0.9,x,11,0
Cc1cccc(NC(=O)c2ccc(S(=O)(=O)N(C)C)cc2)c1,-8,-15,-1,x,0,10,7.0,10,5,x
CCN=C1NN=C(c2cc(C)n(CCc3ccccc3)c2C)CS1,-8,9,2,13,-1,8,1.5,7,7,1
CC(NC(=O)CCN1C(=O)c2ccccc2C1=O)c1ccc2c(c1)CCCC2 (centres undefined),-6,6,0,-8,-4,-5,2.0,-8,-2,0
Cc1nn2c3ccccc3n(C)c2nc1=O,-5,-8,-4,-10,1,-5,-0.1,-17,3,4
COc1ccc(OCCCn2c(=O)oc3ccccc32)cc1,-1,-10,3,43,x,-11,1.3,x,-1,0
CCOC(=O)Cc1nnc(NC(=O)c2ccco2)s1,-3,7,1,-6,x,-3,-1.3,3,0,x
O=C(Nc1ccc(F)cc1F)NC1CCCCCCC1,-9,-17,0,65,14,-6,0.8,-35,2,-3
COc1ccccc1/C=N/NC(=O)Cn1cnc([N+](=O)[O-])n1,0,14,2,-2,-4,-10,2.0,-3,-3,-3
O=C(NC1CCCC1)C(c1cccnc1)N(C(=O)c1csnn1)C1CCCC1 (centres undefined),-2,-4,-4,x,x,5,-0.1,1,0,-3
NC(=O)NC(=O)COC(=O)[C@H](Cc1ccccc1)NC(=O)c1cccs1,-5,16,1,5,2,-16,-1.0,-15,-6,x
COc1ccccc1NC(=O)N(CCN(C)C)Cc1cc2cc(C)ccc2[nH]c1=O,-6,-6,4,-5,x,-12,0.8,-40,0,6
O=C(Cn1c(=O)oc2cc(S(=O)(=O)N3CCCC3)ccc21)N1CCN(c2ccccc2)CC1,4,-4,0,1,-1,-5,0.7,37,1,x
Cc1ccc(C)c(Cn2nnc3c(=O)[nH]c(C(=O)NCC4CCCO4)nc32)c1 (centres undefined),4,6,0,1,0,-9,0.1,-9,-1,-3
O=C(Cn1cc2c(n1)CCCCC2)NC1CCN(Cc2ccccc2)CC1,-1,5,3,-10,-6,-6,-0.7,4,-2,x
CCCN(CCC)CCNC(=O)C1CCN(S(=O)(=O)c2cccc3nsnc23)CC1,-5,-15,1,-6,1,8,1.1,-23,-2,5
CCOc1ccc(C(C)(C)C)cc1S(=O)(=O)N1CCOCC1,4,-22,1,-12,x,-2,-0.8,-19,-1,-2
Cc1cc(SCC(=O)Nc2ccccc2C)nc(C)n1,-5,-29,-2,-10,-6,5,0.4,-24,11,-1
O=C(C1CC1)n1cc(C(=S)N2CCOCC2)c2ccccc21,-9,-1,-2,5,x,-18,0.7,9,0,2
O=C(c1ccccc1[N+](=O)[O-])N1CC2C3C=CC(C3)C2C1 (centres undefined),-3,-5,1,5,-5,-12,-3.2,-7,2,1
COc1cccc(CN(C)CC(=O)NCc2ccc(F)cc2)c1OC,2,-2,2,-19,3,0,-0.1,14,1,-2
O=C(O)C1CSC2(c3ccc(F)cc3)CCC(=O)N12 (centres undefined),-2,5,-4,-14,0,9,-2.8,-21,-2,6
COc1cccc(CN(C)Cc2nc(Cc3ccccc3Cl)no2)c1,-3,-17,-2,7,-2,-3,-1.8,-20,6,5
CCOc1ccc(NC(=O)CCC(=O)NNS(=O)(=O)c2ccccc2[N+](=O)[O-])cc1,-5,-2,-4,3,4,-3,2.9,9,0,0
CCOC(=O)c1ccccc1NC(=O)COC(=O)CCC(=O)c1ccccc1,-5,-16,0,1,3,-4,-0.6,-4,5,-2
CCC(=O)Nc1cccc(NC(=O)c2ccc3c(c2)OCCO3)c1,-7,12,0,67,x,-12,1.3,47,-5,-4
CCC(C)(C(=O)NC1CCCCC1)N(Cc1ccco1)C(=O)c1ccc2c(c1)OCO2 (centres undefined),-8,6,9,x,x,-4,-3.2,15,1,14
O=C(COC(=O)c1ccc2ccccc2n1)Nc1ccccc1F,-7,-1,-1,x,1,-3,1.0,-4,0,-5
Cc1ccc(S(=O)(=O)N2CCCC(C(=O)N3CCCc4ccccc43)C2)cc1 (centres undefined),-4,-28,-1,x,2,2,-0.8,-4,-2,0
C=CC(=O)N=c1sc2ccccc2n1-c1ccccc1,-4,13,1,-51,-5,-15,2.6,-17,-5,0
NS(=O)(=O)c1ccc(NN=C2CCCCC2)c([N+](=O)[O-])c1,5,-8,-1,-17,-1,-5,0.6,-6,1,5
Cc1noc(C)c1COC(=O)COc1cccc2c1OC(C)(C)C2,5,0,1,4,x,-6,0.1,-8,2,x
Cc1cccc(NC(=O)c2ccccc2-c2ccccc2)c1,-6,-9,-2,2,1,6,-0.3,18,3,0
Cc1ccc(CSc2nnc3ccc(-c4ccncc4)nn23)cc1,-20,-2,-6,4,-3,4,2.0,x,1,-1

# Complete entries, looked up by structure.
# `O=C(NCCc1ccccc1)c1ccc(NC2=NC3CS(=O)(=O)CC3S2)cc1` (centres undefined) reads dFosB act = 5; HTR5A inv ctr = 8; V-ATPase pH = -2; MITF act = 11; Wnt bcat act = 2; PvdQ inh = -14; CDK5 p35 inh = -0.7; SR-BI HDL uptake = -86; HTR5A ag = -2; NSD2 inh = x
# `COc1cccc(CN(C)Cc2nc(Cc3ccccc3Cl)no2)c1` reads dFosB act = -3; HTR5A inv ctr = -17; V-ATPase pH = -2; MITF act = 7; Wnt bcat act = -2; PvdQ inh = -3; CDK5 p35 inh = -1.8; SR-BI HDL uptake = -20; HTR5A ag = 6; NSD2 inh = 5

# Next section
SMILES,dFosB act,HTR5A inv ctr,V-ATPase pH,MITF act,Wnt bcat act,PvdQ inh,CDK5 p35 inh,SR-BI HDL uptake,HTR5A ag,NSD2 inh
COc1cc(C)c(NC(=O)C(=S)NCCc2ccccc2)cc1C,0,-9,-1,-7,-2,-8,2.4,16,3,x
Cc1ccc(C(C)C)cc1OCC(=O)Nc1ccc(-n2cnnn2)cc1,-9,8,3,4,-5,10,-0.3,45,2,1
O=C(COC(=O)c1cc[n+]([O-])cc1)Nc1ccccc1Cl,5,11,-3,-9,-9,-1,3.0,-18,-4,-4
c1coc(C2Nc3ccccc3-c3nc4ccccc4n32)c1 (centres undefined),-20,0,-2,63,20,-22,2.9,39,0,-4
C/C(=N\NC(=O)c1ccc(-c2ccccc2)cc1)C1C(=O)c2ccccc2C1=O,-12,0,0,-13,1,-1,2.7,61,0,x
O=c1oc2cc(O)ccc2c2ccccc12,5,7,5,6,x,-26,-2.1,-14,-3,2
COc1ccc(C(=O)N(CC2CCCO2)C(C(=O)NC2CCCC2)c2ccc(Cl)cc2)cc1OC (centres undefined),-11,-14,-2,-3,x,-22,0.5,-24,-1,-1
Cc1ccccc1OCC(=O)O/N=C(\N)c1ccncc1,-9,11,4,48,18,-8,-2.6,6,-3,-5
CCc1ccc(C(=O)NCC2COc3ccccc3O2)o1 (centres undefined),4,-6,-4,x,10,-9,0.6,6,-5,2
CCCn1c(Cc2ccccc2)nnc1SC(C)C(=O)NC1CC1 (centres undefined),1,3,7,-4,4,-16,0.3,7,-1,-1
C=CCC[C@H](Cc1ccc(F)cc1)C(=O)OC[C@@H](Cc1c[nH]c2ccccc12)NC(=O)[C@@H](CC=C)CC(=O)N(CCO)Cc1ccccc1,-1,-12,7,-9,-16,12,0.2,27,4,x
CCOC(=O)c1sc(N)c(C(=O)Nc2ccccc2OC)c1C,-6,24,-2,-25,-1,-7,-2.1,48,6,6
COc1cc(OC)cc(-c2c(-c3cccs3)c3cc(-c4ccc(CN5CCOCC5)cc4)ccc3n2C)c1,0,18,7.8*,4,-9,12,-1.3,9,1,x
Clc1ccc(/C=C\c2nccc3c2[nH]c2ccccc23)cc1,27*,2,-1,0,0,-39,-3.1,45,-1,-3
